TrxR1 substrate = qHTS Assay for Substrates of Mammalian Selenoprotein Thioredoxin Reductase 1 (TrxR1): qHTS; actives 0.01% (n = 390,000); Potency, µM (series often up to 114 µM), for the others: at the highest dose activity change, negative = substrate turnover; Thioredoxin reductase 1, cytoplasmic (Rattus norvegicus), O89049; purified TrxR1 substrate turnover, NADPH consumption readout; also: potency is read from the fitted curve at half-maximal effect; % is scaled to controls: 0 for no effect and ±100 for the full control effect; nearly all actives have a fitted effect of over 50% in size
Target sequence (O89049 whole entry, looked up): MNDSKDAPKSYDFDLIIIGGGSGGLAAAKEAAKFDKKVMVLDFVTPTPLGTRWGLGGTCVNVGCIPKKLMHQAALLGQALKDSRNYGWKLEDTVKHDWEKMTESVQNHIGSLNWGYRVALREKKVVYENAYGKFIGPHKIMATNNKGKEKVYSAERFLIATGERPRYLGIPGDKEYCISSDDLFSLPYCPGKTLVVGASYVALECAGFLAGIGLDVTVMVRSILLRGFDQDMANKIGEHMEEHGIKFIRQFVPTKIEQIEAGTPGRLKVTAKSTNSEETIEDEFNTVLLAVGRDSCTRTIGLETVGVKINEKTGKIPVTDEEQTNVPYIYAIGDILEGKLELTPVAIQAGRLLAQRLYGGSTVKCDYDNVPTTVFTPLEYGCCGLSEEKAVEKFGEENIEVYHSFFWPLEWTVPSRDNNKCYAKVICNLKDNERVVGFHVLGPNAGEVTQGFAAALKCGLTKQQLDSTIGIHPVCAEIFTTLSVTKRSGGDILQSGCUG
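Rat TrxR1, dispensed at 90 nM, was prereduced with 400 uM NADPH (final) for 5 min at ~22 deg C, then incubated with compound 15 min before 400 uM selenite. A first-read NADPH fluorescence drop versus no-compound background flagged substrates.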
IDH1 R132H inh = qHTS for Inhibitors of mutant isocitrate dehydrogenase 1 (IDH1): qHTS. Isocitrate dehydrogenase [NADP] cytoplasmic (Homo sapiens), O75874. IDH1-R132H enzyme, NADPH consumption, diaphorase/resazurin fluorescence. Potency, µM (highest dose often 76.6 µM), for inactives: top-dose activity change, negative = inhibition, usual class: inhibitors. actives 0.093% (n = 390,000). AID 602179, 2012; also: potency is read from the fitted curve at half-maximal effect; % is scaled to controls: 0 for no effect and ±100 for the full control effect; nearly all actives have a fitted effect of over 65% in size
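IDH1-R132H (0.5 ug/mL) preincubated 30 min with compound, then NADPH (0.016 mM) and alpha-KG (2 mM) added; 80 min at RT, pH 7.5. Remaining NADPH coupled via diaphorase/resazurin to fluorescence (540/590 nm); concentration-response curves normalized to no-enzyme control.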
TrxR1 inh = qHTS Assay for Inhibitors of Mammalian Selenoprotein Thioredoxin Reductase 1 (TrxR1): qHTS; recombinant rTrxR1, NADPH fluorescence consumption, selenite substrate; Potency, µM (titrated, usually from 114 µM), for inactives: at the top dose activity change, negative = inhibition, usual class: inhibitors; actives 1% (n = 390,000); AID 588453, 2011; also: potency is read from the fitted curve at half-maximal effect; % is scaled to controls: 0 for no effect and ±100 for the full control effect; nearly all actives have a fitted effect of over 65% in size
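Rat TrxR1 (90 nM in the dispensed reagent) was pre-reduced with 400 uM NADPH for 5 min at room temperature, then incubated with compound for 15 min. After 400 uM selenite was added, NADPH fluorescence (Ex 340/Em 450 nm) was followed for 8 min.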
Glioma ERSR ind = qHTS for Inducers of the Endoplasmic Reticulum Stress Response (ERSR) in Human Glioma: qHTS | Potency, µM, inactives show at the top dose activation, hits mostly activators | U87-MG GRP78 promoter luciferase reporter, 16 h | actives 0.02% (n = 420,000); also: potency is read from the fitted curve at half-maximal effect; series mostly up to about 76 µM; % of control where 0% means no effect; nearly all actives have a fitted effect of over 35% in size
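Stably transfected U87-MG glioma cells carrying a GRP78-based luciferase sensor; 16 h compound incubation. Luminescence end-point read 10 min after Bright-Glo addition at room temperature.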
Vif-APOBEC3G blk = qHTS for Inhibitors of Vif-A3G Interactions: qHTS; HeLa A3G-eYFP + Vif (tagged APOBEC3G with the HIV-1 protein that degrades it), YFP fluorescence, overnight; Potency, µM (doses to about 46.1 µM), for inactives: at the highest dose activity, negative = active, actives largely listed as inhibitors; actives 0.076% (n = 410,000); AID 602310, 2012;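 also: potency is read from the fitted curve at half-maximal effect; % is scaled to controls: 0 for no effect and ±100 for the full control effect; nearly all actives have a fitted effect of over 60% in size; hits raise eYFP signal because A3G escapes Vif-driven loss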
Target sequence (Q9HC16 whole entry, looked up): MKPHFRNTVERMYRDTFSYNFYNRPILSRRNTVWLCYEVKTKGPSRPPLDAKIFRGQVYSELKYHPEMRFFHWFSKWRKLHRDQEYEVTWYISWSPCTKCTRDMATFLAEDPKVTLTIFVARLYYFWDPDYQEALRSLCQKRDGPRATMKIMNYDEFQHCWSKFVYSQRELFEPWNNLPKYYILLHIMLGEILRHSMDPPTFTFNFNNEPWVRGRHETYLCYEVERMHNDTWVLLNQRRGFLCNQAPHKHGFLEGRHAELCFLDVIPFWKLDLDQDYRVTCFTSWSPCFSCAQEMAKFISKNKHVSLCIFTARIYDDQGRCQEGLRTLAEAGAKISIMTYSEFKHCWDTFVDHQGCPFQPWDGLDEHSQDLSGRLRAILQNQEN
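HeLa cells stably expressing Vif and C-terminally eYFP-tagged A3G, seeded overnight at 37 deg C, then exposed to compound by pintool overnight at 37 deg C. Rise in yellow fluorescence (Ex 488/Em 500-530, Acumen) marks blocked Vif-driven A3G degradation.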
RGS4 inh = Inhibitors of Regulator of G Protein Signaling (RGS) 4: qHTS. Regulator of G-protein signaling 4 (Homo sapiens), P49798. Transcreener GDP fluorescence polarization, RGS4-accelerated GTP hydrolysis. Potency, µM (top dose mostly 114 µM), without a hit: at the highest dose activity change, negative = inhibition, hits mostly inhibitors. actives 0.039% (n = 390,000). AID 504845, 2011; also: potency is read from the fitted curve at half-maximal effect; % is scaled to controls: 0 for no effect and ±100 for the full control effect; nearly all actives have a fitted effect of over 75% in size; some results filed as inactive show a strong effect at the top dose
Target sequence (P49798 whole entry, looked up): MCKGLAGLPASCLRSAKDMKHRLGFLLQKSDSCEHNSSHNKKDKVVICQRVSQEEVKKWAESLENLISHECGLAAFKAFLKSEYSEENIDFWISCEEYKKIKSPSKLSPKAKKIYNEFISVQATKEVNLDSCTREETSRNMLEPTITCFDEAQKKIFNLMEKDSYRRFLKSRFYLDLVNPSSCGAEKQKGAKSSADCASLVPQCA
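MLSMR compounds (23 nl, pin-transferred) preincubated 10 min at room temperature with a 500nM (2x) first reagent, then RGS4 at 900nM (2x) plus Transcreener GDP mix added; fluorescence polarization (620/688 nm) read before and after 90 min at 30 °C.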
USP1-UAF1 inh = Inhibitors of USP1/UAF1: Primary Screen; Ubiquitin carboxyl-terminal hydrolase 1 (Homo sapiens), O94782; recombinant USP1/UAF1, Ub-Rhodamine cleavage fluorescence; Potency, µM (series often up to 57.1 µM), for the others: at the top dose activity change, negative = inhibition, actives largely listed as inhibitors; AID 743255, 2014; actives 0.23% (n = 390,000); also: potency is read from the fitted curve at half-maximal effect; % is scaled to controls: 0 for no effect and ±100 for the full control effect; nearly all actives have a fitted effect of over 60% in size; inactives centre near -12
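Step one: compound is pinned into 1nM USP1/UAF1 in HEPES pH 7.8 buffer with TCEP. Step two: 15 min room-temperature incubation. Step three: Ub-Rho (150nM final) starts cleavage, tracked by fluorescence over six one-minute reads.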
LDHA block = qHTS assay for inhibitors of human lactate dehydrogenase; purified LDHA, NADH/diaphorase-resazurin fluorescence; stronger effect = lower value; activity change, % (values are at about 110 or 230 µM); actives 0.15% (n = 480,000); in the data active = activity change below about -30%; inconclusive = mostly about -25% to -30%;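 also: plate controls were DMSO wells for no effect and wells without enzyme for full effect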
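Human LDH5 (2 nM) was incubated with 0.06 mM NADH and 0.2 mM pyruvate for 5 min at room temperature in Tris pH 7.4. Remaining NADH was coupled through diaphorase/resazurin, and resorufin fluorescence was read at 0 and 20 min.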
Vif-APOBEC3F blk = qHTS for Inhibitors of Vif-A3F Interactions: qHTS | HeLa A3F-eYFP + Vif (tagged APOBEC3F with the HIV-1 protein that degrades it), YFP fluorescence increase | Potency, µM (titrated, usually from 46.1 µM), without a hit: at the top dose activity, negative = active | actives 0.2% (n = 390,000) | AID 602313, 2012; also: potency is read from the fitted curve at half-maximal effect; % of control where 0% means no effect; nearly all actives have a fitted effect of over 65% in size
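HeLa cells stably expressing Vif plus C-terminally eYFP-tagged A3F were seeded, incubated overnight at 37 deg C, dosed with compound, incubated overnight again at 37 deg C. Yellow fluorescence (Ex 488/Em 500-530) reported blocked Vif-mediated A3F-eYFP degradation.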
Starred values were filed as active, the others as inactive; ? = inconclusive; / = not tested or not shown; & = joins results of further samples; [ ] = dose if it differs, or a comment. Unless noted, calls follow the shape of the dose curve; as a rule, active = well fitted curve in the direction sought with a large enough effect; inconclusive = small, poorly fitted or top-dose-only effect, or another doubt; inactive = no such curve, though single readings can be large; an effect the other way counts as inactive or inconclusive.

canonical_smiles	Vif-APOBEC3F blk	Glioma ERSR ind	Vif-APOBEC3G blk	TrxR1 inh	LDHA block	TrxR1 substrate	RGS4 inh	IDH1 R132H inh	USP1-UAF1 inh
Cc1ccc(Cl)cc1N1CCN(S(=O)(=O)c2ccc3c(c2)OCCO3)CC1	-11%	3%	1%	15%	-6	-6%[57.1 µM]	-10%	3%	-12%
O=C(O)C1(Nc2ccc([N+](=O)[O-])cc2[N+](=O)[O-])CCCC1	10%	-3%	-1%	-32%	7	-21%	?	6%	2%
Cc1ccc(S(=O)(=O)NCC(=O)OCc2ccccc2)cc1	-1%	-4%	6%	18%	-7	2%	-6%	-3%	-25%
COc1ccc(NC(=O)Nc2ccccc2)cc1S(=O)(=O)N1CCCCC1	-2%	3%	0%	-7%[57.1 µM]	-8	-7%[57.1 µM]	21%	12%	-34%
Cc1ccc(C)c(NC(=O)COC(=O)c2nc(Cl)ccc2Cl)c1	-2%	-5%	2%	19%	2	7%	-17%	9%	-19%
CCOC(=O)N1CCC(NC(=O)C2CCN(S(=O)(=O)N3CCCC3)CC2)CC1	-2%	7%	1%	14%[57.1 µM]	-10	5%[57.1 µM]	28%	0%	-9%
O=C(Nc1ccc(O)cc1)C1CCCO1 (stereo not drawn)	-7%	-3%	1%	25%	6	16%	0%	5%	-14%
Cc1cc(C)n2nc(C(=O)OCC(=O)c3cc(C)n(CC4CCCO4)c3C)nc2n1 (stereo not drawn)	9%	-1%	-7%	5%	0	-5%	-11%	0%	-18%
CNc1nc(NC)nc(-n2c(C(F)(F)F)nc3ccccc32)n1	1%	-8%	3%	-12%	-4	-11%	-28%	-1%	-3%
Cc1ccc(C(C)C)c(OCC(O)CN2CCc3ccccc3C2)c1 (stereo not drawn)	0%	-4%	1%	-4%	1	-10%	29%	2%	-5%
Cc1ccc(S(=O)(=O)NNC(=O)c2cc(C)c(C)cc2N)cc1	12%	-4%	-1%	18%[11.4 µM]	2	8%[11.4 µM]	-1%	-3%	-3%
Cc1ccc2[nH]c(C(=O)N/N=C/c3ccc([N+](=O)[O-])cc3)c(C)c2c1	-6%	-12%	?	14%	-10	3%	-44%	-7%	-17%
CC(=O)Nc1ccc(S(=O)(=O)NCCc2cn3ccsc3n2)cc1	2%	-1%	4%	16%[57.1 µM]	4	1%[57.1 µM]	13%	0%	-4%
COC(=O)c1ccc(/C=C2/SC(=S)N(CCCC(=O)Nc3ccc(O)cc3)C2=O)cc1	-2%	-15%	0%	-15%	-13	-11%	19%	-2%	-1%
O=C(Cc1noc2ccccc12)NNC(=S)Nc1ccc(Cl)cc1	-2%	-4%	1%	0%[57.1 µM]	-10	-6%	-21%	-6%	0%
CC(C)NC(=O)N1CCCN(c2nc3ccc(Cl)cc3s2)CC1	3%	2%	1%	6%[57.1 µM]	-6	-3%[57.1 µM]	7%	14%	4%
CC(C)N1C(=S)N(Cc2ccco2)C(=O)C1CC(=O)Nc1ccccc1 (stereo not drawn)	-6%	-5%	7%	33%[57.1 µM]	0	8%[57.1 µM]	-16%	0%	-12%
Cc1cc(C)cc(CC2CC(=O)N(c3nc(C)cc(C)n3)C2=O)c1 (stereo not drawn)	-4%	1%	1%	17%	0	0%	-8%	3%	-13%
CCN1CCN(CCOCCOc2ccccc2)CC1	-4%	0%	-2%	6%	-30*	-2%	-15%	-13%	-3%
O=C(N/N=C/c1ccc(OC(=O)c2ccccc2Cl)cc1)c1ccccn1	5%	-3%	0%	2%	0	1%	-21%	7%	-16%
CN(C)/C(=N\S(=O)(=O)c1ccc(F)cc1)c1ccccc1	8%	-3%	3%	9%	-3	0%	9%	19%	-1%
COc1ccc(NC(=O)c2noc3c2CCCC3)cc1Cl	2%	-1%	-1%	18%	-4	1%	6%	0%	-11%
Cc1ccc(NC(=O)Cc2nn(C)c(=O)c3ccccc23)cc1F	1%	-6%	-1%	8%[57.1 µM]	-3	3%[57.1 µM]	-50%[11.4 µM]	2%	-2%
COc1ccc(-c2cnc(N)n2CC2CCCO2)cc1 (stereo not drawn)	0%	0%	-1%	-5%	3	1%	-8%	7%	-12%
Cc1ccc(S(=O)(=O)N(Cc2cc3ccccc3[nH]c2=O)c2cccc(C)c2)cc1	-13%	-3%	0%	23%	-1	-2%	17%[11.4 µM]	0%	-11%
COc1ccc(Nc2nc(C(=O)NCCCN3CCOCC3)cs2)cc1	0%	-2%	-2%	17%	-4	1%	15%	-4%	-3%
CCOC(=O)c1nn(-c2ccccc2F)c(C)c1C(C)=O	/	-2%	3%	-1%	-3	-5%	17%	2%	5%
CCN(CC(=O)Nc1ccc2c(c1)OCCO2)C(=O)/C=C/c1ccccc1	0%	1%	-4%	6%	-5	-1%	14%	-8%	-21%
CN(Cc1ccccc1)C(=O)COC(=O)Cc1ccc(Cl)cc1	3%	-2%	1%	13%	-5	-2%	4%	-1%	-15%
COc1ccc(-n2nc(C(=O)NCC(=O)NCC3COc4ccccc4O3)c3ccccc3c2=O)c(OC)c1 (stereo not drawn)	3%	-1%	0%	25%	-3	4%	-3%	-1%	-20%
Cc1cc(N)n(-c2ccc(Cl)cc2)n1	1%	-3%	0%	21%[11.4 µM]	-3	10%[57.1 µM]	-8%	2%	-25%
O=C(O)c1ccc(-n2nncc2-c2ccco2)cc1	7%	-3%	2%	-27%[0.0914 µM]	-2	16%	-21%	0%	-16%
CC1CCC(NC(=O)c2ccc3c(c2)OCO3)CC1 (stereo not drawn)	1%	-9%	-5%	-1%	-12	-2%	-24%	-9%	-26%
N#C/C(=C\N1CCOCC1)S(=O)(=O)c1ccc(Cl)cc1	5%	-5%	-1%	0%[57.1 µM]	-8	3%[57.1 µM]	-24%	4%	8%
COc1ccc(CC(=O)NCc2n[nH]c(=S)n2-c2cccc(C)c2)cc1	4%	-5%	0%	-11%	-1	-4%	-25%	5%	-11%
[N-]=[N+]=NCCN1CCN(Cc2ccccc2)CCC1=O	7%	-4%&-2%	0%&0%	14%&-3%	-2	4%&3%	3%	4%	-13%
CCC1CCCCN1C(=O)CSc1nnc(CNC(=O)c2ccco2)o1 (stereo not drawn)	-5%	0%	-3%	-8%	-11	-7%	8%	6%	-17%
O=C(NC1CCCCC1)c1cc(C2CC2)on1	-5%	5%	-1%	12%	-1	1%	19%	-12%	-21%
O=C1OCCC1Sc1nnc(-c2ccc(Cl)cc2)n1Cc1ccccc1 (stereo not drawn)	-1%	1%	-9%	-12%[57.1 µM]	-2	12%[57.1 µM]	-12%	3%	-20%
COc1ccccc1C(CNC(=O)c1ccco1)N1CCCC1 (stereo not drawn)	6%	-1%	2%	22%	-9	2%	40%	-9%	-12%
CCCC(C)NC(=O)Cc1ccccc1 (stereo not drawn)	2%	-3%	-1%	2%	-2	-5%	-11%	-3%	-12%
Cc1ccc(OCC(=O)N2CC(C)OC(C)C2)c([N+](=O)[O-])n1 (stereo not drawn)	0%	-4%	-8%	14%[57.1 µM]	-5	8%[57.1 µM]	4%	4%	-17%
O=C(CN1C(=O)c2ccccc2C1=O)NCc1ccc(F)cc1	-17%	-3%	-2%	12%	-4	5%	?	3%	2%
c1ccc(Sc2ncnc3c2oc2ccccc23)cc1	/	1%	1%	-5%	3	-1%	3%	6%	-10%
O=c1[nH]c2cc(Cl)ccc2n(CCNc2ncc(C(F)(F)F)cc2Cl)c1=O	2%	-2%	0%	10%	-3	-3%	8%	-1%	0%
CCN(CC)CCN(C(=O)c1ccc(S(=O)(=O)N(C)C2CCCCC2)cc1)c1nc2ccc(OC)cc2s1	-7%	4%	1%	25%	1	3%	7%	-4%	-23%

In the list so far, these have a COOH group.
canonical_smiles	Vif-APOBEC3F blk	Glioma ERSR ind	Vif-APOBEC3G blk	TrxR1 inh	LDHA block	TrxR1 substrate	RGS4 inh	IDH1 R132H inh	USP1-UAF1 inh
O=C(O)C1(Nc2ccc([N+](=O)[O-])cc2[N+](=O)[O-])CCCC1	10%	-3%	-1%	-32%	7	-21%	?	6%	2%
O=C(O)c1ccc(-n2nncc2-c2ccco2)cc1	7%	-3%	2%	-27%[0.0914 µM]	-2	16%	-21%	0%	-16%

Bioassay records: PubChem, National Center for Advancing Translational Sciences (NCATS)

The list is partial (hit frequency here may not be typical).
